From PubChem
Nrf2 inh – Nrf2 pathway inhibition; A549 ARE-Fluc reporter, luciferase luminescence, 18-24 h; AID 504444; Potency, µM (highest dose often 46 µM), for the others: top-dose activity change, negative = inhibition, usual class: inhibitors; actives 2.1% (n = 360,000); also: potency is read from the fitted curve at half-maximal effect; % is scaled to controls: 0 for no effect and ±100 for the full control effect; nearly all actives have a fitted effect of over 60% in size
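In this cell-based qHTS, ARE-driven firefly luciferase in A549 cells reports Nrf2 activity; the luminescent signal after BugLite lysis is the measured value, with a prior CellTiter-Fluor read for cell health.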
S2 tox – reduces viability in counter-screen for ATXN expression inhibitors; S2 cells (HEK-293 line with an ATXN2-luciferase reporter) viability, CellTiter-Fluor protease fluorescence, 24 h; Potency, µM (series often up to 56.7 µM), usual class: cytotoxic; actives 0.49% (n = 400,000); also: potency is read from the fitted curve at half-maximal effect; nearly all actives have a fitted effect of over 40% in size
ATXN2 expr inh – ATXN2 expression inhibition; Potency, µM (highest dose often 57 µM), for the others: at the top dose activity change, negative = inhibition, hits mostly inhibitors; HEK-293 ATXN2-luciferase reporter, luminescence, 24 h; actives 0.72% (n = 360,000); also: potency is read from the fitted curve at half-maximal effect; % is scaled to controls: 0 for no effect and ±100 for the full control effect; nearly all actives have a fitted effect of over 55% in size
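qHTS (up to 57 uM final) was run with 24 h compound exposure of reporter cells at 37 °C. Each well was multiplexed: SteadyGlo luminescence measured ATXN2-luciferase expression after a fluorogenic Gly-Phe-AFC viability readout (25 uM final).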
MCF10A rerep – inducers of DNA re-replication in MCF 10A breast cells; Potency, µM (titrated, usually from 46.1 µM), inactives show at the highest dose activity, positive = re-replication, usual class: activators; actives 2.9% (n = 350,000); MCF 10A DNA re-replication, Hoechst nuclear intensity, 48 h; also: potency is read from the fitted curve at half-maximal effect; % of control where 0% means no effect; nearly all actives have a fitted effect of over 50% in size
IL-1B inflam inh – blocks inflammasome-driven IL-1 beta release; actives 4.7% (n = 360,000); activity change, % at 57.5 µM; THP-1 LPS/ATP IL-1B secretion, AlphaLISA, 16 h; active compounds read low; in the data active = activity change below about -50%; inconclusive = mostly about -30% to -49%; also: % is scaled to controls: 0 for no effect and ±100 for the full control effect
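THP-1 cells pretreated 1 hr with compounds (up to 57.5 uM final), then stimulated with LPS (250 ng/mL final) plus ATP (1.25 mM final); secreted IL-1B measured by AlphaLISA after 16 hr, decreased signal indicating inhibition.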
A549 tox – counter-screen for Nrf2 inhibitors: cytotoxicity in A549 cells | actives 0.16% (n = 390,000) | A549 ARE-Fluc cells, CellTiter-Fluor viability, 18-24 h | AID 504648 | Potency, µM (titrated, usually from 46 µM), for the others: at the highest dose activity change, negative = cytotoxicity, actives largely listed as inhibitors; also: potency is read from the fitted curve at half-maximal effect; % is scaled to controls: 0 for no effect and ±100 for the full control effect
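A549 ARE_Fluc cells in 5% FBS OPTI-MEM were exposed to compounds in concentration-response for 18-24 h at 37 deg C. Viability was read by CellTiter-Fluor fluorescence (Ex 405/Em 525) after 30 min, before the luciferase read.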
Nrf2 activator – activates Nrf2 signaling | AREc32 ARE-luciferase reporter (MCF7-derived line), luminescence, 24 h | Potency, µM (titrated, usually from 46.1 µM), without a hit: at the top dose activation, most hits filed as activators | actives 0.31% (n = 410,000) | AID 624171; also: potency is read from the fitted curve at half-maximal effect; % of control where 0% means no effect; nearly all actives have a fitted effect of over 65% in size
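Luminescent ARE reporter assay in AREc32_Fluc cells: overnight plating at 37 deg C, 24 hr compound incubation, Steady-Glo added, 30 min RT before reading.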
TGFb inhibitor – blocks TGF-b signaling | HepG2 CAGA-GFP TGF-b/SMAD3 reporter, GFP fluorescence, 18 h; TGF-beta stimulated, 500 pg/mL final | Potency, µM (series often up to 46.1 µM), inactives show at the highest dose activity, negative = inhibition, usual class: inhibitors | actives 1.2% (n = 410,000); also: potency is read from the fitted curve at half-maximal effect; % is scaled to controls: 0 for no effect and ±100 for the full control effect; nearly all actives have a fitted effect of over 65% in size
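Inhibition of TGF-beta-driven CAGA-GFP reporter expression in HEPG2 cells is measured by cellular GFP fluorescence after 18 h stimulation with 500 pg/mL recombinant TGF-beta in 1% FBS medium at 37 degrees C.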
HepG2 tox – counter-screen for TGF-b inhibitors: cytotoxicity in HepG2 cells; HepG2 CAGA-GFP viability, ATP luminescence, 18 h; Potency, µM (doses to about 46.1 µM), for inactives: top-dose activity change, negative = cytotoxicity, hits mostly cytotoxic; actives 0.76% (n = 410,000); also: potency is read from the fitted curve at half-maximal effect; some results filed as inactive show a strong effect at the top dose
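HepG2 CAGA-GFP cells (1000/well, DMEM with 1% FBS) received compound, then TGF-beta at 500 pg/mL final, and were incubated 18 hours at 37 degrees C. Viability was read by CellTiter-Glo luminescence. Media-only wells were set as complete cell-killing and DMSO as no toxicity.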
An asterisk follows results filed as active; i = inactive; ? = inconclusive; . = not tested or not shown; [ ] = another dose, or the depositor's remark. Unless noted, calls follow the shape of the dose curve; as a rule, active = well fitted curve in the direction sought with a large enough effect; inconclusive = small, poorly fitted or top-dose-only effect, or another doubt; inactive = no such curve, though single readings can be large; an effect the other way counts as inactive or inconclusive.

[1] COc1cc(NC(=O)c2ccccc2)c(OC)cc1NC(=O)Cc1ccccc1
[2] Cc1cccc(-c2nsc(SCC(=O)NCC3CCCO3)n2)c1 (stereo unspecified)
[3] Cc1ccc(NC(=O)COC(=O)Cn2c(C)csc2=O)cc1S(=O)(=O)N1CCOCC1
[4] O=C(c1cc(C2CC2)nn1-c1ccccc1)N1CCN(c2ncc(C(F)(F)F)cc2Cl)CC1
[5] O=C(NCc1ccc2c(c1)OCO2)c1cc2n(n1)C(C(F)(F)F)CC(c1ccc3c(c1)OCO3)N2 (stereo unspecified)
[6] Cc1cc(OCC(=O)Nc2ccc(N3CCN(C(=O)c4ccco4)CC3)cc2)cc(C)c1Cl
[7] COc1cc2nc(=S)n3[nH]c(CCn4c(C)nc5ccccc54)nc3c2cc1OC
[8] O=C(NCCc1csc(-c2ccc(C(F)(F)F)cc2)n1)C(=O)Nc1ccc(F)c(Cl)c1

Assay by compound,1,2,3,4,5,6,7,8
Nrf2 inh,-6%,19%,-13%,-9%,?,8.2µM*,-1%,.
S2 tox,i,i,i,i,i,?,i,.
ATXN2 expr inh,-4%,31%,-5%,3%,3%,-28%,6%,.
MCF10A rerep,?,17%,0%,13µM*,9%,10%,11%,.
IL-1B inflam inh,-25,12,-26,-10,0,-4,3,.
A549 tox,-13%,2%,-1%,12%,-7%[1.84 µM],-21%,-4%,-1%
Nrf2 activator,-0.2%,7.0%,-0.8%,-0.7%,-0.4%,-1.1%,0.6%,0.3%
TGFb inhibitor,-7%,26%,-7%,?,-19%,?,-15%,0%
HepG2 tox,-4%,-22%,-13%,-9%,2%,-6%,9%,2%

6 records drawn at random from the list so far:
[5] O=C(NCc1ccc2c(c1)OCO2)c1cc2n(n1)C(C(F)(F)F)CC(c1ccc3c(c1)OCO3)N2 (stereo unspecified)
[7] COc1cc2nc(=S)n3[nH]c(CCn4c(C)nc5ccccc54)nc3c2cc1OC
[4] O=C(c1cc(C2CC2)nn1-c1ccccc1)N1CCN(c2ncc(C(F)(F)F)cc2Cl)CC1
[6] Cc1cc(OCC(=O)Nc2ccc(N3CCN(C(=O)c4ccco4)CC3)cc2)cc(C)c1Cl
[3] Cc1ccc(NC(=O)COC(=O)Cn2c(C)csc2=O)cc1S(=O)(=O)N1CCOCC1
[8] O=C(NCCc1csc(-c2ccc(C(F)(F)F)cc2)n1)C(=O)Nc1ccc(F)c(Cl)c1

Assay by compound,5,7,4,6,3,8
Nrf2 inh,?,-1%,-9%,8.2µM*,-13%,.
S2 tox,i,i,i,?,i,.
ATXN2 expr inh,3%,6%,3%,-28%,-5%,.
MCF10A rerep,9%,11%,13µM*,10%,0%,.
IL-1B inflam inh,0,3,-10,-4,-26,.
A549 tox,-7%[1.84 µM],-4%,12%,-21%,-1%,-1%
Nrf2 activator,-0.4%,0.6%,-0.7%,-1.1%,-0.8%,0.3%
TGFb inhibitor,-19%,-15%,?,?,-7%,0%
HepG2 tox,2%,9%,-9%,-6%,-13%,2%

The list goes on.
[9] Cc1ccc(-c2nnc(Nc3ccc(S(N)(=O)=O)cc3)c3ccccc23)cc1S(=O)(=O)N1CCOCC1
[10] O=C(/C=C/c1cc([N+](=O)[O-])ccc1OC(F)F)NCc1ccc(Cl)cc1
[11] O=C(OCC(=O)N1CCN(C(=O)c2ccco2)CC1)c1cncc(Br)c1
[12] CCN1CCN(C(=O)Cn2nc(-c3ccc(Cl)cc3)ccc2=O)CC1
[13] COc1ccc(CNC(=O)c2cc(C(=O)C3CC3)c[nH]2)cc1
[14] O=C(/C=C/c1ccco1)Nc1ccccc1N1CCCCC1
[15] CSc1nc(C)c(C(=O)Nc2ccccc2)c(-c2ccco2)c1C#N
[16] Cc1cccc(N2C(=O)C(O)=C(C(=O)c3cccs3)C2c2cccc(Oc3ccccc3)c2)n1 (stereo unspecified)

Assay by compound,9,10,11,12,13,14,15,16
Nrf2 inh,-9%,?,5%,6%,?,?,-18%,8%
S2 tox,i,i,i,i,i,i,i,?
ATXN2 expr inh,2%,-4%,0%,-9%,-6%,.,-13%,0%
MCF10A rerep,.,15%,?,?,1%,0%,-4%,13%
IL-1B inflam inh,.,?,7,-24,25,4,14,42
A549 tox,-1%,-1%,-5%,0%,-6%,-4%,-10%,-14%
Nrf2 activator,0.3%,0.4%,0.0%,0.1%,0.1%,?,17%,3.0%
TGFb inhibitor,-1%,6%,3%,-16%,-3%,?,?,0%
HepG2 tox,-46%,-10%,-4%,-10%,-7%,-41%,-34%,2%

[17] CCc1ccc(NC(=O)Cn2nc(C(F)(F)F)c3c2CCCC3)cc1
[18] C=CCC[C@H](CCCCC)OC(=O)/C=C/[C@H](O)[C@@H](O)C[C@@H](O)CC=C
[19] Oc1ccc(-c2csc(Nc3ncccn3)n2)cc1
[20] O=C(N/N=C\c1cc([N+](=O)[O-])ccc1N1CCOCC1)c1ccccn1
[21] CCN(C(=O)CSc1nc2ccccc2c(=O)n1Cc1ccc(C)cc1)C1CCS(=O)(=O)C1 (stereo unspecified)
[22] COCCNC(=O)C(Cc1c[nH]c2ccccc12)NC(=O)OCc1ccccc1 (stereo unspecified)
[23] COc1ccc(/C(N)=N/OC(=O)CCC2CCCC2)cc1
[24] COc1cccc(CNC(=S)Nc2cc(OC)ccc2OC)c1

Assay by compound,17,18,19,20,21,22,23,24
Nrf2 inh,9%,.,?,?,?,11%,?,?
S2 tox,?,i,i,i,?,i,i,?
ATXN2 expr inh,-1%,-13%,83%[activator],-8%,28%,-16%,45%[activator],4%[11.3 µM]
MCF10A rerep,.,.,4%,?,-2%,7%,-1%,-6%
IL-1B inflam inh,.,?,?,0,-5,52,?,-1
A549 tox,-7%,.,1%,-6%,-10%,-7%,-2%,6%
Nrf2 activator,0.4%,5.2%,23%,0.1%,-0.5%,5.4%,-0.5%,-0.2%
TGFb inhibitor,-29%,.,-5%,0%,-1%,-1%,3%,-9%
HepG2 tox,-38%,.,-34%,-6%,-8%,1%,1%,-1%

[25] Cc1ccccc1-n1c(SCC(=O)c2ccccc2)nnc1-c1ccc(F)cc1
[26] CCc1ccc(NC(=O)Cn2c(=O)n(CCC(=O)NCc3ccc4c(c3)OCO4)c(=O)c3ccccc32)cc1
[27] Cc1cc(/C=C2/SC(=O)N(CC(=O)OC(C)C)C2=O)c(C)n1C
[28] O=C(N/N=C\c1cccc(OC(=O)c2ccco2)c1)c1ccc2c(c1)OCO2
[29] Cc1cccc(C(=O)OCC(=O)NC(=O)Cc2ccccc2)c1O
[30] CN(CCOc1ccccc1)C(=O)C1CCN(C(=O)c2ccc(F)cc2)CC1
[31] CCOC(=O)N1CCN(S(=O)(=O)c2c(C)cc(C)cc2C)CC1
[32] Cc1ccc(CNC(=O)c2ccccc2NC(=O)CSc2nnnn2C)cc1

Assay by compound,25,26,27,28,29,30,31,32
Nrf2 inh,.,?,8%,2.3µM*,3%,11%,.,-9%
S2 tox,.,i,i,i,i,i,i,i
ATXN2 expr inh,.,9%,51%[activator],-2%,-3%,-5%,-16%,6%
MCF10A rerep,.,.,3%,-66%[inhibitor],-2%,-3%,-2%,2%
IL-1B inflam inh,.,.,?,-17,-10,10,15,0
A549 tox,-1%,-1%,-27%,-2%,-2%,0%,5%,0%
Nrf2 activator,4.6%,0.2%,3.2%,-0.1%,-1.3%,-0.3%,-0.4%,-0.3%
TGFb inhibitor,?,?,3%,0%,-11%,?,4%,-26%
HepG2 tox,-18%,-2%,-7%,1%,-12%,0%,-15%,-29%

[33] O=C(CN(Cc1ccc(F)cc1)S(=O)(=O)c1ccccc1)N1CCCCC1
[34] O=C(NCCc1ccccc1)C1CCCN(S(=O)(=O)c2cccc3nsnc23)C1 (stereo unspecified)
[35] COc1ccc(/C=C/c2c(-c3cccc(C)c3)oc3ccc(N4CCOCC4)cc23)cc1
[36] CC(NC(=O)CN1CCN(C(=O)c2cccs2)CC1)c1ccc(F)cc1F (stereo unspecified)
[37] O=C(CSc1nnnn1-c1ccccc1)Nc1ccc(Cl)cc1
[38] Cc1ccc(C(=O)CCC(=O)N2CCC(C(N)=O)CC2)s1
[39] COc1ccccc1-c1sc2ccccc2c1-c1ccccc1OC
[40] Fc1ccc(Nc2ncnc3c2nc2n3CCCCC2)c(F)c1

Assay by compound,33,34,35,36,37,38,39,40
Nrf2 inh,10%,?,21%,-17%,?,14%,9%,?
S2 tox,i,i,i,i,i,i,i,i
ATXN2 expr inh,4%,-1%,-14%,.,-6%,7%,4%,24%
MCF10A rerep,-7%,7%,9.2µM*,-12%,-182%[0.0737 µM],-8%,14%,.
IL-1B inflam inh,-11,0,-3,-10,-17,-7,0,.
A549 tox,-3%,4%,11%,2%,1%,-2%,-2%,-6%
Nrf2 activator,0.4%,-0.4%[9.22 µM],5.1%,-0.1%,-0.5%,-0.7%,-0.3%,-0.6%
TGFb inhibitor,0%,-11%,-1%,-6%,10%,-3%,11%,0%
HepG2 tox,6%,-19%,-13%,-6%,7%,6%,-4%,-12%

[41] Cc1cccc(S(=O)(=O)NCCc2cn3ccccc3n2)c1
[42] CCCN(CCC)Cc1c(C(=O)N/N=C/C(C)=C\c2ccccc2)nnn1-c1nonc1N
[43] COc1ccc(-n2ncc3c(NCCC4=CCCCC4)ncnc32)cc1
[44] CSCC[C@H](NC(=O)C1CCN(S(=O)(=O)c2ccc(C)cc2)CC1)C(=O)NCC1CCCO1 (stereo partly specified)

Assay by compound,41,42,43,44
Nrf2 inh,-9%,-27%,.,1%
S2 tox,?,?,i,i
ATXN2 expr inh,.,?,6%,4%
MCF10A rerep,9%,14%,.,-1%
IL-1B inflam inh,-1,-68*,.,2
A549 tox,-1%,-24%,2%,.
Nrf2 activator,-0.2%,-0.1%,0.6%,-0.4%
TGFb inhibitor,23%,?,-1%,-9%
HepG2 tox,-2%,4%,1%,4%
